TRPC4 potent: allosteric potentiators of mouse TRPC4 channel; B-score at 10 µM; HEK293 TRPC4beta/mu-opioid, DAMGO EC20, Fluo-4 Ca2+ flux; hits give high values; actives 0.42% (n = 310,000); Q9QUQ5;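 active = B-score of calcium response area above 5 SD of library B-scores, with initial fluorescence ratio within 5 SD of library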;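 also: B-score of integrated fluorescence ratio over time as area under calcium response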
KCNQ1 inh: inhibitors of human KCNQ1 potassium channel; B-score at 10 µM; AID 2642; CHO-K1 KCNQ1, FluxOR thallium flux fluorescence; hits give high values; actives 1.3% (n = 310,000); P51787;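 active = compounds whose thallium flux B-score, printed positive for inhibition, exceeds three library SD while starting fluorescence stays within three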;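 also: channel opened by potassium depolarization with thallium stimulus after 20 min compound exposure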
Target sequence (P51787 whole entry, looked up): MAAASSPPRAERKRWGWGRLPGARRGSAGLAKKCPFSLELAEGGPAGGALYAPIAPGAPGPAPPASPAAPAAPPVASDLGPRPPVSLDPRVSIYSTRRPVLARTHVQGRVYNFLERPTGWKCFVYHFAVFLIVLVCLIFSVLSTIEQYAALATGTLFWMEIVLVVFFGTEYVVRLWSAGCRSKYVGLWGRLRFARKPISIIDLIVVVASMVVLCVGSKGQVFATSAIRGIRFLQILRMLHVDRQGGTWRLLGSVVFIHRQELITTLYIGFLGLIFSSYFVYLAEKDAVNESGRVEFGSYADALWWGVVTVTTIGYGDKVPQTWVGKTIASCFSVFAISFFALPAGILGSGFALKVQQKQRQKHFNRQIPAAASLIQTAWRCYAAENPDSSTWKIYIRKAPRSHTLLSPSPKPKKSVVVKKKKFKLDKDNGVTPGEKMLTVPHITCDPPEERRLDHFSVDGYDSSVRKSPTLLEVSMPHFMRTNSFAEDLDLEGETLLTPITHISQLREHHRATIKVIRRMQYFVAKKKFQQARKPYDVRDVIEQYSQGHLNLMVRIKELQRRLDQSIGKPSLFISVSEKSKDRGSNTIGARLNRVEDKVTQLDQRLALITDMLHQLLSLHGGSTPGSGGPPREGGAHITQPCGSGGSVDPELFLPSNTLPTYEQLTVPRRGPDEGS
TRPC4 inh: inhibitors of mouse TRPC4 channel; HEK293 TRPC4beta/mu-opioid, DAMGO-evoked Fluo4 calcium flux; hits give low values; B-score at 10 µM; actives 0.39% (n = 300,000);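 active = B-score over 3 SD under the library average, no early fluorescence shift, positive overall ratio signal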
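Signal: kinetic Fluo4 fluorescence imaging of calcium influx. Material: stable TRPC4beta/mu-opioid receptor HEK293 cells. Probe or stimulus: DAMGO in two steps, submaximal then maximal.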
KCNK9 inh: blocks the human KCNK9 two-pore domain potassium channel; AID 488922; B-score at 10 µM; actives 1.2% (n = 310,000); HEK293 KCNK9, FluxOR thallium flux fluorescence; hits give low values;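 active = ratio B-score over 3 SD below the library mean, with starting fluorescence within 5 SD of its mean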;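 also: negative B-score means less thallium flux so channel inhibition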
Target sequence (Q9NPC2 whole entry, looked up, the tested form may be a part): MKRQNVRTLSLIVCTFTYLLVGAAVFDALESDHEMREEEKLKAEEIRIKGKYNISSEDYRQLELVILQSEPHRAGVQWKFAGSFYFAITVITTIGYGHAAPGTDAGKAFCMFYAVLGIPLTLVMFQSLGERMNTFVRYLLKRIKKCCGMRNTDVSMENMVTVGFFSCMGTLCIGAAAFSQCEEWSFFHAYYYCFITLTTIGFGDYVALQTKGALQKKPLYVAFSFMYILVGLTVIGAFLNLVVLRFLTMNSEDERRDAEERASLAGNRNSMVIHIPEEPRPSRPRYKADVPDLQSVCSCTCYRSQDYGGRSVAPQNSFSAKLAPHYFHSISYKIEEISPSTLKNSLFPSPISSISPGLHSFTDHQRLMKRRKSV
KCNK3 inh: human KCNK3 channel inhibition, primary screen | O14649 | CHO-KCNK3 thallium flux, FluxOR fluorescence; hits give low values | B-score at 10 µM | actives 0.84% (n = 340,000);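 active = B-score under library mean minus 4 SD, starting fluorescence ratio at most library mean plus 5 SD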;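 also: more negative B-score means stronger inhibition of thallium flux through KCNK3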
hERG rescue: hERG (human) protection from proarrhythmic block; Q12809; CHO-hERG, FluxOR thallium flux, dofetilide IC70 present; activation (rescue from dofetilide block), less the hit threshold, % at 10 µM; actives 0.51% (n = 310,000);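 active = activation above the mean of controls blocked by dofetilide plus 5 SD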;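 also: thallium influx through hERG after potassium depolarization seen as dye fluorescence rise; in these data hits start at about 4.7%; inactives centre near -7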
KCNQ1 act: potentiators or activators of human KCNQ1 potassium channel. P51787. B-score at 10 µM. CHO-K1 KCNQ1, thallium flux FluxOR fluorescence; hits give high values. actives 0.35% (n = 310,000);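 active = fluorescence ratio B-score, a plate-corrected score, at least three library SD, with initial intensity B-score within 5 SD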
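System: Stable KCNQ1 CHO-K1 line | Incubation: 90 min dye loading and 20 min compound exposure, both at room temperature | Measure: Ratio B score | Medium: Assay buffer for compound exposure, DMSO matched across wells | Compound dosing: Single-concentration screen | Probe or stimulus: K+/Tl+ depolarizing stimulus | Measured by: Kinetic FluxOR fluorescence, 10 s baseline plus 110 s post-stimulus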
Platelet DG rel: platelet dense granule release activity | AID 1663 | actives 0.22% (n = 300,000) | human platelet-rich plasma, SFLLRN dense granule ATP release, luminescence | inhibition, %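 (compounds screened at 7.5 µM in platelet-rich plasma)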;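 active = mean replicate score, as percent of positive control, at or above 50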
DYRK1A inh: inhibitors of rat Dyrk1A kinase; inhibition, % at 12.5 µM; actives 0.43% (n = 310,000); AID 504441; ADP-Glo luminescence, NFATc1 peptide; Q63470; in the data active = inhibition above about 50%;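 also: plate controls were vehicle with enzyme for no effect and no enzyme for full effect; many of its hits are not listed in these tables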
TRPC4 agonist: activators of mouse TRPC4 channel; Q9QUQ5; HEK293 TRPC4beta/mu-opioid, Fluo4 calcium fluorescence; hits give high values; B-score at 10 µM; actives 0.49% (n = 310,000);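 active = B-score above 5 SD of library B-scores, and initial fluorescence ratio not above library mean plus 5 SD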;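 also: positive B-score marks a calcium rise read as TRPC4 activation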
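Incubation: 45 min room-temperature Fluo4 loading, 110 s read / System: HEK293 cells stably co-expressing mouse TRPC4beta and mu-opioid receptor / Signal: Fluo4 fluorescence, kinetic / Control set: buffer (low) and maximal DAMGO (high) / Measure: integrated baseline-normalised fluorescence ratio, converted to per-well B score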
PolyA inhibitor: yeast polyadenylation inhibition; AID 1875; calls only at 12 µM; S. cerevisiae SKY197-pL101 polyadenylation reporter, beta-gal luminescence; efflux-impaired pdr1/pdr3 knockout yeast; score 100 = 6 SD above DMSO; actives 0.02% (n = 300,000);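 active = lowest replicate activity score at least 50, where 100 means six control SD above control mean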;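 also: yeast exposed to compound for 9 h at 30 °C; higher score means more reporter readthrough which indicates perturbed polyadenylation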
* hit, by the source's call; i = inactive; / = not tested or not shown.

Screens in order – TRPC4 potent, KCNQ1 inh, TRPC4 inh, KCNK9 inh, KCNK3 inh, hERG rescue, KCNQ1 act, Platelet DG rel, DYRK1A inh, TRPC4 agonist, PolyA inhibitor
O=C(O)CSCc1cnn(-c2ccccc2)c1-n1cccc1
 : i, i, i, i, i, -6.2, i, 3.4, -5.2, i, i
CCCc1cc(=O)oc2cc(C)cc(OCC(=O)NC3CC3)c12
 : i, i, i, i, i, -5.1, i, 1.5, 5.5, i, i
O=C(c1ccc2c(c1)[nH]c(=S)n1c3ccccc3nc21)N1CCN(c2ncccn2)CC1
 : i, i, i, i, i, -12.7, i, -10.3, 11.7, i, i
O=C1C(Cc2ccccc2)Nc2ncnc(N3CCOCC3)c2N1Cc1ccc(Br)cc1 (stereo not given)
 : i, i, i, i, i, -6.2, i, 2.5, -3.2, i, i
CCN(C(=O)CSc1nncs1)c1c(N)n(Cc2ccccc2)c(=O)[nH]c1=O
 : i, i, i, i, i, -17.1, i, 2.4, -2.9, i, i
COCCCNC(=S)Nc1ccc(N2CCCCC2)cc1
 : i, i, i, i, i, -14.7, i, 2.8, 9.2, i, i
Cc1cc(=O)oc2c(C)c(OCC(=O)NC3CC(C)(C)NC(C)(C)C3)ccc12
 : i, i, i, i, i, -2.2, i, 13.6, /, i, i
CCN(CCCNC(=O)C1CCC(=O)N1C1CCCC1)c1cccc(C)c1 (stereo not given)
 : i, i, i, i, i, -4.3, i, 7.7, 7.6, i, i
O=[N+]([O-])c1ccc2nc(-c3ccc(OC(F)F)cc3)cn2c1
 : i, i, i, i, i, -14.7, i, 3.5, -2.7, i, i
CCc1cccc(N(C(=O)c2csnn2)C(C(=O)NC2CCCC2)c2cccnc2)c1 (stereo not given)
 : i, i, i, i, i, -4.6, i, -1.2, -8.5, i, i
COc1ccccc1Nc1ncccc1C(=O)O
 : i, i, i, i, i, -5.6, i, -6.4, 6.5, i, i
Cc1n[nH]c(=S)n1/N=C/c1ccc(OCc2ccc(Cl)cc2)cc1
 : i, i, i, i, i, -9.5, i, 1.0, 4.6, i, i
COc1ccc(-c2noc(=O)[nH]2)cc1
 : i, i, i, i, i, -3.7, i, 0.0, 5.6, i, i
CNC(=O)CSc1nc2cccnc2n1C1CCCCC1
 : i, i, i, i, i, -1.4, i, -1.7, /, i, i
COc1ccc2c(CC(=O)OCC(=O)Nc3ccccc3[N+](=O)[O-])coc2c1
 : i, i, i, i, i, -0.7, i, 0.7, 2.4, i, i
Cc1cc(C)cc(C(=O)N(CCc2ccccc2)C2=CC3CCC(C2)N3C)c1 (stereo not given)
 : i, i, i, i, i, -4.6, i, 0.2, 6.5, 75*, i
Cc1nn(C)c(NC(=O)c2ccc([N+](=O)[O-])cc2)c1Cl
 : i, i, i, i, i, -7.9, i, -3.4, -1.2, i, i
O=C(/C=C/Nc1cccc([N+](=O)[O-])c1)c1cccs1
 : i, i, i, i, i, -6.7, i, -6.9, -7.9, i, i
CCn1nc(C)c(CN2CCN(Cc3ccsc3)C(CCO)C2)c1C (stereo not given)
 : i, i, i, i, i, -16.1, i, 9.3, -6.9, i, i
COc1cc(NC(=O)c2cc(C(C)C)on2)cc(OC)c1OC
 : i, i, i, i, i, -12.0, i, 12.5, -1.9, i, i
NS(=O)(=O)c1ccc(CCNC(=O)/C=C/c2ccccc2[N+](=O)[O-])cc1
 : i, i, i, i, i, -14.4, i, -3.4, 1.9, i, i
CC1C2CC(C/C2=N/NC(=O)c2cccs2)C1(C)C (stereo not given)
 : i, i, i, i, i, -17.5, i, 3.5, 0.1, i, i
Cc1nc(N)sc1-c1csc(Nc2ncccn2)n1
 : i, i, i, i, i, -7.8, i, -0.9, /, i, i
CS(=O)(=O)N1CCN(c2ccc(NC(=S)NC(=O)c3ccc4c(c3)OCO4)cc2)CC1
 : i, i, i, i, i, -4.4, i, -5.5, 5.2, i, i
CN(C)C(=O)CN1c2cccc3cccc(c23)S1(=O)=O
 : i, i, i, i, i, -3.9, i, 12.3, -0.6, i, i
C=CCSc1nnc(Cc2cc(=O)[nH]c(=O)[nH]2)n1-c1cc(C)ccc1C
 : i, i, i, i, i, -9.5, i, 16.1, 5.2, i, i
O=C(Nc1ccccc1N1CCOCC1)C1CCN(S(=O)(=O)c2ccc(Cl)cc2)CC1
 : i, i, i, i, i, -12.4, i, -3.8, -2.3, i, i
COC(=O)c1ccc(/C=N/NC(=O)c2cccc(F)c2)cc1
 : i, i, /, i, i, -5.3, i, 17.8, 0.0, i, i
COc1ccccc1NC(=O)Cn1c(=O)n(CCc2c[nH]c3ccccc23)c(=O)c2cccnc21
 : i, i, i, i, i, -12.7, i, 13.8, 17.5, i, i
N/C(=N\OC(=O)Cc1cccc2ccccc12)c1ccccn1
 : i, i, i, i, i, -5.0, i, -3.3, -4.6, i, i
COc1ccccc1/C=N/NC(=O)c1ccccc1NS(=O)(=O)c1ccc(C)cc1
 : i, i, i, i, i, -8.2, i, 3.8, -5.4, i, i
O=C(/C=C/c1ccco1)NC1CCCC1
 : i, i, i, i, i, -15.1, i, 1.3, -3.9, i, i
Cc1ccccc1C1=N/C(=C/c2cccnc2)C(=O)O1
 : i, i, i, i, i, -6.3, i, 3.6, -2.4, i, i
O=C(COc1ccc(F)cc1)Nc1nccs1
 : i, i, i, i, i, -8.9, i, 33.2, 2.6, i, i
CC(C)N(C(=O)CSc1n[nH]c(=O)n1CCc1ccccc1)C(C)C
 : i, i, i, i, i, -9.0, i, 2.1, -1.6, i, /
CCOC(=O)C(NC(=O)Nc1ncccn1)(Oc1ccccc1)C(F)(F)F (stereo not given)
 : i, i, i, i, i, -5.2, i, 4.8, 0.5, i, i
CCOC(=O)c1nc(C)n(-c2ccc(Cl)cc2Cl)n1
 : i, i, i, i, i, -10.0, i, -7.8, -0.3, i, i
O=C(Nc1ccccc1N1CCOCC1)c1ccc2c(c1)C(=O)N(Cc1ccncc1)C2=O
 : i, i, i, i, i, -8.9, i, -2.7, -0.6, i, i
CC(=O)N1CC(C)Sc2ccc(S(=O)(=O)NCCc3ccc(C)cc3)cc21 (stereo not given)
 : i, i, i, i, i, -13.7, i, 0.2, 1.6, i, i
COc1ccc(NC(=O)c2ccc([N+](=O)[O-])cc2[N+](=O)[O-])c(OC)c1
 : i, i, i, i, i, -5.6, i, -10.8, -3.7, i, i
CCN(CC)C(=S)SCC(=O)Nc1cccc(C(F)(F)F)c1
 : i, i, i, i, i, -1.8, i, 2.1, 4.0, i, i
N#CCCN(C(=O)CSc1nc2nc(-c3cccs3)cc(C(F)(F)F)c2c(=O)[nH]1)c1ccccc1
 : i, i, i, i, i, -11.5, i, 4.4, -0.1, i, i
Nn1c(COc2ccc(Cl)cc2)n[nH]c1=S
 : i, i, i, i, i, -1.4, i, 1.6, 3.2, i, i
COc1ccc(NS(=O)(=O)c2ccc(C)c(C(=O)N(C)Cc3ccc(C)cc3)c2)cc1
 : i, i, i, i, i, -19.8, i, 1.1, 3.2, i, i
Cn1c(N)c(C(=O)CCl)c(=O)n(C)c1=O
 : i, i, i, i, i, -8.6, i, -1.0, 1.8, i, i
CN1/C(=C\C(=O)COC(=O)c2ccco2)C(C)(C)c2ccccc21
 : i, i, i, i, i, -11.6, i, 4.2, 5.6, i, i
COc1cc(C(=O)NCC(=O)N/N=C(/C)c2ccc3c(c2)CCCC3)cc(OC)c1OC
 : i, i, i, i, i, -21.3, i, -1.9, -2.2, i, i
N#C/C(=C\c1cn(Cc2cccc(F)c2)c2ccccc12)C(=O)NCc1ccco1
 : i, i, i, i, i, -3.7, i, -5.0, 5.9, i, i
COc1ccccc1N(Cc1cc(=O)[nH]c2ccccc12)C(=O)c1ccc([N+](=O)[O-])cc1
 : i, i, i, i, i, -7.5, i, 15.6, 3.5, i, i
O=C(c1cc(COc2cccc(C(F)(F)F)c2)on1)N1CCc2ccccc2C1
 : i, i, i, i, i, -2.3, i, -20.2, /, i, i
CCOC(=O)N1CCN(C(=O)CN(Cc2ccc(Cl)cc2)S(=O)(=O)c2ccc(C)cc2)CC1
 : i, i, i, i, i, -9.9, i, 16.6, -4.4, i, i
COc1cccc(/C=N/n2c(-c3ccco3)nc3ccccc3c2=O)c1OC
 : i, i, i, i, i, -10.2, i, -9.5, 1.3, i, i
NC(=O)NC(=O)COC(=O)c1ccc(OC(F)(F)F)cc1
 : i, i, i, i, i, -11.0, i, -0.3, -1.9, i, i
COCCCn1c(SCc2nc3ccccc3c(=O)[nH]2)nc2ccccc2c1=O
 : i, i, i, i, i, -10.0, i, -0.8, -10.4, i, i
CCN(CC(=O)NC(=O)NC1CCCCC1)Cc1nc2ccccc2c(=O)[nH]1
 : i, i, i, i, i, -1.5, i, 0.1, 4.7, i, i
O=C(CNC(=O)c1cccs1)NCCN1CCN(Cc2ccccc2)CC1
 : i, i, i, i, i, -1.6, i, -4.4, -0.4, i, i
CCC/C(=N/NC(=O)c1cccc(Cl)c1)c1ccccc1
 : i, i, i, i, i, -0.3, i, -5.9, -4.6, i, i
COc1cccc(/C=N/n2c(-c3cccs3)n[nH]c2=S)c1
 : i, i, i, i, i, 0.8, i, 7.6, 41.8, i, i
O=C1CCN(CCCc2ccccc2)CCN1CCO
 : i, i, /, i, i, 5.3*, i, 5.1, 7.7, i, i
C=CCn1cc(C(=O)NCc2ccco2)c(=O)c2cc(S(=O)(=O)N3CCCCCC3)ccc21
 : i, i, i, i, i, -17.0, i, 9.0, 2.2, i, i

Continuation.
Screens in order – TRPC4 potent, KCNQ1 inh, TRPC4 inh, KCNK9 inh, KCNK3 inh, hERG rescue, KCNQ1 act, Platelet DG rel, DYRK1A inh, TRPC4 agonist, PolyA inhibitor
Cc1ccc(C(C(=O)NC2CCCCC2)N(CCCN2CCOCC2)C(=O)c2snc(C(N)=O)c2N)cc1 (stereo not given)
 : i, i, i, i, i, -14.9, i, 4.8, -1.2, i, i
Cc1ccc(Cl)cc1-c1ccc(C=Nc2ccc(N3CCOCC3)cc2)o1
 : i, i, i, i, i, 1.2, i, -2.8, 1.4, i, i
Cn1c(SCC(=O)Nc2ccc(NC(=O)c3ccccc3F)cc2)nnc1-c1ccncc1
 : i, i, i, i, i, -6.6, i, 2.7, 6.4, i, i
CC(=N[C@@H]1CCCC[C@H]1N=C(C)c1ccccc1O)c1ccccc1O
 : i, i, i, i, i, -6.5, i, 17.5, 4.3, i, i

Source: PubChem BioAssay (several laboratories)

A portion of the library; the hit share may differ from the screen's.
